Bioassay records: PubChem BioAssay, several laboratories
CHT block – inhibits the human high affinity choline transporter; 310,000 compounds, 0.86% hits; B-score at 10 µM; AID 488975; CHT-expressing cells, membrane potential dye, choline response; stronger effect = lower value;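 active means B-score over 3 SD under the library average, and starting fluorescence ratio not unusually high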;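 further: choline stimulus applied at its EC90 after an EC20 pre-addition; B-score computed on integrated fluorescence ratio after choline addition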
Target sequence (Q9GZV3 whole entry, looked up): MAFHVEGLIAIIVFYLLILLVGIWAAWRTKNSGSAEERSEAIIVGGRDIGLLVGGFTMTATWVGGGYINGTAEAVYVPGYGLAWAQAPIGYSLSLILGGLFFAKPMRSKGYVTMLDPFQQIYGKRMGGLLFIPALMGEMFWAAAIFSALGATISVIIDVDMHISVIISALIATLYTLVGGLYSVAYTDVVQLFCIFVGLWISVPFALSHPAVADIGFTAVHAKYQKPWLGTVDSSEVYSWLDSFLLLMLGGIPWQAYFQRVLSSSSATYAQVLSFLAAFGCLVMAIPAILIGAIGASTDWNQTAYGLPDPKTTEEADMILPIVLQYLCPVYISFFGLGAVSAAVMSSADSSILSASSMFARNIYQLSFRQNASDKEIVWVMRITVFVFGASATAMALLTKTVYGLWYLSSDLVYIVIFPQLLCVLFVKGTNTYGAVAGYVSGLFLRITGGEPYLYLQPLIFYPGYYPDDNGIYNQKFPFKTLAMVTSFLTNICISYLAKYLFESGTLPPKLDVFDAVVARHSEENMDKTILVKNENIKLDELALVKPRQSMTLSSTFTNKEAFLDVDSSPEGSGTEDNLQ
STK33 kinase inh – blocks human STK33 kinase activity | 320,000 compounds, 0.073% hits | AID 2661 | purified STK33, MBP phosphorylation, ADP-Glo luminescence | Q9BYT3 | inhibition, % at 10 µM;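 active means inhibition at or above 25%, using the most active replicate where run in duplicate; inactive means inhibition below 25%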
Target sequence (Q9BYT3 whole entry, looked up): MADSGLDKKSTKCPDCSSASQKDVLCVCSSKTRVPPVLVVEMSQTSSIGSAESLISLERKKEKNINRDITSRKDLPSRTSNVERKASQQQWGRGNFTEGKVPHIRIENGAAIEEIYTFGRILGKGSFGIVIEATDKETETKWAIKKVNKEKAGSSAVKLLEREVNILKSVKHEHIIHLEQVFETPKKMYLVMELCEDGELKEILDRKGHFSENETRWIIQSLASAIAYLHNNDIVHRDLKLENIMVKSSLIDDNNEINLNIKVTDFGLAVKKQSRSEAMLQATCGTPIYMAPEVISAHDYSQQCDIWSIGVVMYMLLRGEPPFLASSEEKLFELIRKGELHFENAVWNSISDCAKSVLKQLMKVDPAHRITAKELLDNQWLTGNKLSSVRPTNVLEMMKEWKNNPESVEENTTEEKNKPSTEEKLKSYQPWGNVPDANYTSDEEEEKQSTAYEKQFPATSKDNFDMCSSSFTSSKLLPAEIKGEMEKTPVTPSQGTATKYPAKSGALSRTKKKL
CHT allo act – allosterically activates the human high affinity choline transporter. B-score at 10 µM. 310,000 compounds, 0.49% hits. CHT-expressing cells, membrane potential dye, choline EC20; stronger effect = higher value; LV-AA mutant CHT in HEK293 cells. AID 488977. Q9GZV3;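 active means initial fluorescence not abnormally high and integrated response B-score, plate-corrected, over 3 SD above library mean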
Active calls of the source: *; i = inactive; · = not tested or not shown.

SMILES	CHT block	STK33 kinase inh	CHT allo act
Cc1nc(NC(=O)COC(=O)C(NC(=O)c2ccco2)C(C)C)c(Cl)cc1Cl (stereo not given)	i	0.5	i
CCOC(=O)c1cnc(-n2nc(C)cc2C)nc1N1CC(C)OC(C)C1 (stereo not given)	i	1.9	i
COc1cccc(NC(=O)CSc2nnc(-c3cc(C)[nH]n3)n2N)c1	i	-0.6	i
NNC(=O)[C@H]1C[C@@H]1c1ccccc1	i	-0.7	i
CC1CCN(C(=O)c2ccc(NS(=O)(=O)c3ccc4[nH]c(=O)[nH]c4c3)cc2)CC1	i	-1.5	i
CN(C)c1cccc(C(=O)Nc2cccc(S(=O)(=O)NC3=NCCC3)c2)c1	i	0.0	i
Cc1cc(NC(=O)CCN2C(=O)C3C4C=CC(C4)C3C2=O)c2ccccc2n1 (stereo not given)	i	2.8	i
Clc1cc(Cl)c2nc(N3CCCCC3)sc2c1	i	-2.0	i
COc1ccc(/C(N)=N/OC(=O)Cc2cccs2)cc1	i	-1.3	i
CC(C)(C)NC(=O)C(c1ccc(F)cc1)N(CCc1ccccc1)C(=O)c1ccn[nH]1 (stereo not given)	i	-0.7	i
Cc1nn(CC(=O)NCCCN2CCC(Cc3ccccc3)CC2)c(=O)c2cc(-c3ccccc3)nn12	i	0.0	i
COc1ccc(OC)c2sc(NC(=O)c3ccc(S(=O)(=O)N4CCOCC4)cc3)nc12	i	1.7	i
CN(Cc1nccn1C)C(=O)c1cc(COc2ccc3ncccc3c2)on1	i	-1.6	i
CN(CC(=O)Nc1ccc(Br)cc1)Cc1ccccc1	i	-2.8	i
CC(CC(=O)N1CCc2ccccc21)S(=O)(=O)c1ccc2c(c1)NC(=O)CO2 (stereo not given)	i	-2.3	i
CCOP(=O)(OCC)C(Nc1ccccn1)c1ccc(F)cc1 (stereo not given)	i	-3.2	i
COc1ccc(C(=O)C[n+]2ccc(-c3nnc4n3CCCCC4)cc2)cc1	i	4.8	i
CCn1c(C(O)c2cccc(OC)c2OC)nc2ccccc21 (stereo not given)	i	0.2	i
O=S1(=O)[C@H]2C[C@@H]3C=C[C@@]2(CN1Cc1cccc(F)c1)O3	i	-0.9	i
Cc1ccc(N=C2SC(C(=O)Nc3ccc(OC(F)(F)F)cc3)C(N)=C2C(=O)Nc2c(C)cc(C)cc2C)cc1 (stereo not given)	i	0.3	i
Cc1c(NC(=O)CC(=O)Nc2c(C)n(C)n(-c3ccccc3)c2=O)c(=O)n(-c2ccccc2)n1C	i	0.5	i
COC(=O)C/C(O)=C(/N=Nc1cccc(C(F)(F)F)c1)C(=O)OC	i	-1.7	i
COc1ccc(NC(=O)C(=O)NNC(=O)C(C)Oc2ccc(Cl)cc2Cl)cc1 (stereo not given)	i	-0.4	i
O=C(CCc1ccc(S(=O)(=O)NC2CCCCC2)cc1)NCc1ccccc1	i	·	i
CCOC(=O)c1c(C)n(C)c2cc(Br)c(O)c(O)c12	i	6.4	i
The list continues:
SMILES	CHT block	STK33 kinase inh	CHT allo act
Clc1cccc(Cl)c1CSc1nnc(-c2sccc2-n2cccc2)o1	i	-1.3	i
Cc1nn(-c2ccccc2)c(C)c1C(=O)NCc1ccc(S(N)(=O)=O)cc1	i	0.1	i
Cc1cc(O)cc(O)c1C=NCc1ccco1	i	0.0	i
COc1ccc(OCc2nc3c4cc(OC)c(OC)cc4nc(=S)n3[nH]2)cc1	i	-1.4	i
Cc1cccc(N2CCN(c3cc(C)nc4nnnn34)CC2C)c1 (stereo not given)	i	-0.1	i
O=C(NCCCn1ccnc1)c1cccc(S(=O)(=O)Nc2ccccc2F)c1	i	-2.5	i
Cc1ccc(OCC(=O)c2cc(C)c(C)cc2C)c([N+](=O)[O-])n1	i	-0.8	i
Cc1nc2c(C)cccn2c1C(=O)c1ccccc1	i	-0.9	i
Cc1ccccc1NC(=O)CCn1c(=O)oc2ccccc21	i	0.1	i
O=C(Nc1ccccc1C(=O)Nc1nnc(C(F)(F)F)s1)c1ccccc1	i	-0.8	i
Cc1ccc(-c2csc(NC(=O)CN3CC(C)OC(C)C3)n2)cc1 (stereo not given)	i	0.3	i
CC(=O)c1ccc(NC(=O)C(C)NCc2ccc(Cl)cc2)cc1 (stereo not given)	i	-0.5	i
Cc1ccc(C(=O)c2nccn2C)cc1C	i	-0.8	i
Cc1cc(=O)oc2cc(OCC(=O)N/N=C/c3ccccc3O)ccc12	i	-0.1	i
N#CCC(=O)Nc1ccccc1C(=O)O	i	-0.3	i
CCO[C@@H]1OC(C(=O)Nc2ccccc2)=C[C@H](c2coc3ccccc3c2=O)[C@H]1CCCO	i	-2.4	i
CC(=O)Nc1n[nH]c(-c2ccc(C)cc2)c1C	i	0.0	i
CN(C)S(=O)(=O)c1cccc(NC(=O)COC(=O)c2cc(=O)c3ccccc3o2)c1	i	0.7	i
O=C(N/N=C/c1ccc(OC(=O)c2cccs2)cc1)c1cccc(F)c1	i	-0.2	i
CN1CCN(C(=O)c2cc3nc(-c4ccco4)cc(C(F)(F)F)n3n2)CC1	i	-0.4	i
O=C(NC(=S)Nc1ccccc1Br)c1cccnc1	i	-1.1	i
O=C(Nc1ccc2c(c1)ncn2C1CCCCC1)c1ccco1	i	-0.3	i
Cc1ccc(C(=O)CCC(=O)Nc2cccnc2)cc1C	i	0.7	i
CCC/C(O)=C1\C(=O)CC(c2ccccc2)CC1=NCCc1c(C)[nH]c2ccc(C)cc12 (stereo not given)	i	1.0	i
Cc1ccccc1NS(=O)(=O)c1ccc(C(=O)N2CCCC2)cc1	i	-0.1	i
Following part.
SMILES	CHT block	STK33 kinase inh	CHT allo act
Cc1onc(-c2c(Cl)cccc2Cl)c1C(=O)Nc1ccc(N2CCOCC2)cc1	i	0.2	i
CC1CCCCN1C(=O)CCNC(=O)Cn1cnc2ccccc2c1=O (stereo not given)	i	-1.0	i
Cc1cc(N2CCCCC2)nc2c(C)cccc12	i	-0.2	i
COc1cccc(/C(C)=N/Nc2ncc(Cl)cc2Cl)c1	i	-0.3	i
Cc1cc(C)c2nc(SCC(=O)NC(=O)c3cccn3C)cc(C)c2c1	i	0.3	i
O=C(N=Nc1c(O)[nH]c2ccccc12)c1ccccc1NS(=O)(=O)c1cccs1	i	-1.0	i
CCOc1ccc(C(C)=O)cc1Cc1c(O)nc(N)[nH]c1=O	i	-0.5	i
CC(C)(C)c1ccc(C(=O)NCc2ccccc2)cc1	i	-0.8	i
CC(=O)c1cc(-c2ccccc2)n(CC(=O)Nc2cccc(C)c2C)c1C	i	-3.2	i
CN(C)c1ccc(-n2cccc2/C=C2/SC(=Nc3ccc(F)cc3)NC2=O)cc1	i	-0.1	i
O=c1c2ccccc2n2c(-c3ccc(F)cc3)nnc2n1Cc1ccccc1	i	-1.1	i
Cc1cccc(C(=O)Nc2ccc(N3CCN(S(C)(=O)=O)CC3)cc2)c1	i	0.5	i
O=C(O)c1cccc(S(=O)(=O)Nc2ccc(O)cc2Sc2nc3ccccc3s2)c1	i	-4.5	i
COc1ccc([C@@H]2[C@@H]3C(=O)N(C(C)(C)C)C(=O)[C@@H]3[C@]3(C)C(=O)N(c4ccccc4)C(=O)N23)cc1	i	-2.0	i
C/C(=N\NC(=O)c1nnn(-c2nonc2N)c1CN1CCCCCC1)c1ccc(Br)cc1	i	0.4	i
Cc1ccc(N2CC(C(=O)Nc3cccnc3)CC2=O)cc1 (stereo not given)	i	-2.8	i
Cc1ccc(NC(=O)CN(c2cc(C)cc(C)c2)S(=O)(=O)c2c(C)noc2C)nc1	i	-1.7	i
CCCCCn1c(CCNC(=O)CCC)nc2ccccc21	-6.2*	-1.1	i
COc1ccc2c(c1)CCCC21NC(=O)N(CC(N)=O)C1=O (stereo not given)	i	·	i
Cn1nc(C(C)(C)C)c([N+](=O)[O-])c1C(=O)NC(C)(C)C	i	-0.6	i
c1ccc(-c2nc3ccccc3nc2N2CCOCC2)cc1	i	-0.1	i
COc1ccccc1NC(=O)/C(C#N)=C/c1c(C)nn(-c2ccc(F)cc2)c1Cl	i	-2.1	i
Cc1ccc(C(=O)COC(=O)CN2C(=O)C3CC=CCC3C2=O)cc1[N+](=O)[O-] (stereo not given)	i	-0.1	i
Cc1cc(NC(=O)c2cc3n(n2)C(C(F)(F)F)CC(c2ccco2)N3)n(-c2ccccc2)n1 (stereo not given)	i	-0.7	i
CCN(CC(=O)Nc1ccc(NC(C)=O)cc1)C(=O)c1cccc(Oc2ccccc2)c1	i	-0.6	i
(further entries)
SMILES	CHT block	STK33 kinase inh	CHT allo act
COc1ccc(-c2cc(C(=O)Nc3ccc(S(=O)(=O)Nc4ncccn4)cc3)c3ccccc3n2)cc1	i	0.1	i
COc1ccccc1C(=O)Nc1cccc(Oc2c(F)c(F)c(F)c(F)c2F)c1	i	0.2	i
COc1ccc(NC(=O)C2CC(=O)N(c3ccccc3Cl)C2)c(OC)c1 (stereo not given)	i	-1.5	i
COC(=O)c1cc(S(=O)(=O)Nc2cccc(OC)c2)cn1C	i	-0.2	i
NC(=O)c1ccc[n+](Cc2ccc(-c3ccccc3)cc2)c1	i	0.0	i
CN(C(=O)CCN1C(=O)S/C(=C\c2ccccc2)C1=O)C1CCS(=O)(=O)C1 (stereo not given)	i	-0.9	i
CCn1c(SCC(=O)N2CCCc3ccccc32)nnc1-c1cccs1	i	-1.3	i
O=C(Nc1cccc([N+](=O)[O-])c1)C1C2CC/C=C\CCC21 (stereo not given)	i	-3.5	i
Cc1[nH]c2ccccc2c1CCN(Cc1cccnc1)C(=S)Nc1ccc(F)cc1	i	-1.0	i
CCC1(CC)C(=O)C(C)(C)C(=O)OC1c1ccccn1 (stereo not given)	i	-0.7	i
O=C(CSc1ncnc2c1nnn2-c1ccc(F)cc1)NCc1ccco1	i	-2.4	i
O=C(c1ccco1)N1CCN(C2CC(=O)N(c3ccc(F)c(Cl)c3)C2=O)CC1 (stereo not given)	i	-0.4	i
CCOC(=O)c1cc(-c2ccc(C)o2)nn1CCC#N	i	-2.2	i
CCOc1ccc(Br)cc1-c1noc(-c2cccs2)n1	i	-1.0	i
CN(C)CCCCCNCCCNC(=O)/C=N\O	i	0.7	i
CCOc1ccc(/C=C/C(=O)N(CC)CC(=O)Nc2ccc3c(c2)OCCO3)cc1OCC	i	-1.0	i
C=C1CCN([C@@H](CC(C)C)C(=O)Nc2ccc(OC)cc2)S(=O)(=O)c2ccccc21	i	-0.5	i
COc1ccc(NC(=O)CCSc2ccc3ccccc3n2)cc1	i	0.6	i
CCN(CC)CCCCCCCCOC(=O)c1cc(OC)c(OC)c(OC)c1	-5.4*	-0.4	i
CC(=O)Nc1ccc(NC(=O)CSc2ccccn2)cc1	i	-2.2	i
COCCNC(=O)/C(C#N)=C/c1nc(N(C)C)n(-c2ccc(F)cc2)c1Cl	i	-0.5	i
CCC(C(=O)Nc1nc(C)cs1)c1ccccc1 (stereo not given)	i	-5.5	i
CCOc1cc2c(cc1OCC)C(C(=O)O)C(c1ccc(OC)c(O)c1)N(C)C2=O (stereo not given)	i	-1.3	i
NC(=O)c1cc(S(=O)(=O)Nc2ccc(OC(F)(F)F)cc2)cs1	i	-2.3	i
Cc1cc2cc(CN(CC3CCCO3)C(=O)c3cnccn3)c(=O)[nH]c2cc1C (stereo not given)	i	-0.3	i

Three compounds out of the list, sorted by molar mass, rising.
SMILES	CHT block	STK33 kinase inh	CHT allo act
CCn1c(C(O)c2cccc(OC)c2OC)nc2ccccc21 (stereo not given)	i	0.2	i
O=c1c2ccccc2n2c(-c3ccc(F)cc3)nnc2n1Cc1ccccc1	i	-1.1	i
Cc1nn(-c2ccccc2)c(C)c1C(=O)NCc1ccc(S(N)(=O)=O)cc1	i	0.1	i

Entries of single compounds as entered above. Order of screens: CHT block, STK33 kinase inh, CHT allo act
Results for `CN(C(=O)CCN1C(=O)S/C(=C\c2ccccc2)C1=O)C1CCS(=O)(=O)C1` (stereo not given) : i, -0.9, i
Results for `Cc1[nH]c2ccccc2c1CCN(Cc1cccnc1)C(=S)Nc1ccc(F)cc1` : i, -1.0, i
Results for `CCN(CC)CCCCCCCCOC(=O)c1cc(OC)c(OC)c(OC)c1` : -5.4*, -0.4, i
Results for `NC(=O)c1cc(S(=O)(=O)Nc2ccc(OC(F)(F)F)cc2)cs1` : i, -2.3, i
Results for `O=C(Nc1cccc([N+](=O)[O-])c1)C1C2CC/C=C\CCC21` (stereo not given) : i, -3.5, i

Remaining list, next part
SMILES	CHT block	STK33 kinase inh	CHT allo act
O=C(CN1CCN(c2ccccn2)CC1)N1c2ccccc2CCc2ccccc21	i	-4.1	i
CCCCOc1ccccc1C1NC(=O)NC(C)=C1C(=O)OCCOCC (stereo not given)	i	-1.5	i
O=C(CCc1ccccc1)NNC(=O)COc1ccc(Br)cc1	i	-3.1	i
O=C(N/N=C\c1cc(Br)c(Br)o1)C1COc2ccccc2O1 (stereo not given)	i	-0.6	i
CN(C)c1ccc(S(=O)(=O)NCC(=O)N2CCN(c3ccccc3)CC2)cc1[N+](=O)[O-]	i	-0.4	i
CCOC(=O)c1c(C)[nH]c(C)c1S(=O)(=O)NCCN1CCN(c2cc(Cl)ccc2C)CC1	i	0.0	i
OC(COc1ccc2c(c1)CCC2)CN1CCN(c2ccccc2F)CC1 (stereo not given)	i	-0.3	i
COc1cc(CNCc2ccc(OC)c3ccccc23)cc(OC)c1OC	i	0.7	i
C[C@@H]1CCC[C@H](C)N1Cc1nc(Cc2ccccc2Cl)no1	i	-0.9	i

An excerpt from above, showing only CHT block and STK33 kinase inh:
compound | CHT block | STK33 kinase inh
OC(COc1ccc2c(c1)CCC2)CN1CCN(c2ccccc2F)CC1 (stereo not given) | i | -0.3
COc1cc(CNCc2ccc(OC)c3ccccc23)cc(OC)c1OC | i | 0.7
C[C@@H]1CCC[C@H](C)N1Cc1nc(Cc2ccccc2Cl)no1 | i | -0.9
